EPAC1 antagonist – qHTS for Antagonist of cAMP-regulated guanine nucleotide exchange factor 3 (EPAC1): primary screen. 0.14% of 360,000 active. EPAC1 GEF assay, Rap1b-BODIPY-GDP exchange fluorescence. AID 720709, 2013. Potency, µM (top dose mostly 115 µM), inactives show at the highest dose activity change, negative = inhibition, usual class: inhibitors;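 note: plate controls were vehicle for no effect and positive control for full effect; nearly all actives have a fitted effect of over 50% in size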
Target sequence (O95398 whole entry, looked up): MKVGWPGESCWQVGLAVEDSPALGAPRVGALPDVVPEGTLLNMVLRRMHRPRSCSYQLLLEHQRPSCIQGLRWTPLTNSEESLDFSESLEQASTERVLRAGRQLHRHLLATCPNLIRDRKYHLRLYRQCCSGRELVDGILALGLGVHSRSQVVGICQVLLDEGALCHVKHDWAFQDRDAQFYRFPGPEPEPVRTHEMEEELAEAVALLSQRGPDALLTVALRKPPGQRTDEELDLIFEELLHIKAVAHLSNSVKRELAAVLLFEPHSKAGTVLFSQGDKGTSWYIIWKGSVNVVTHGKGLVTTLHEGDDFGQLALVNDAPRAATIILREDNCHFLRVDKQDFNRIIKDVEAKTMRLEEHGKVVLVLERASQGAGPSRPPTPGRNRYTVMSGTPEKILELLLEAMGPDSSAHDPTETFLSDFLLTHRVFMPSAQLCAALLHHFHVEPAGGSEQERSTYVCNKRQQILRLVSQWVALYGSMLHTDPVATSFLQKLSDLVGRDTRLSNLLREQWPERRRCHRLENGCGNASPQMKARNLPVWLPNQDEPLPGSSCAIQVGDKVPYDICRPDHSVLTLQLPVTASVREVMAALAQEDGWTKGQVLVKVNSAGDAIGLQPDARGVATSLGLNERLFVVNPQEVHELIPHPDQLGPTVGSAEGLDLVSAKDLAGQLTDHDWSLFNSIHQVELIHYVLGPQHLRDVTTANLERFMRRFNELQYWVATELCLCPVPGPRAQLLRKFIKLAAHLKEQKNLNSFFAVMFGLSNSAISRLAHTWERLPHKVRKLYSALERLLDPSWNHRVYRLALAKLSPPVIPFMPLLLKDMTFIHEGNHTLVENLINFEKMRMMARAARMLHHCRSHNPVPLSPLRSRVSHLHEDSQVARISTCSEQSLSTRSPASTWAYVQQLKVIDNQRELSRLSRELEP
TDP-43 yeast inh – qHTS of TDP-43 Inhibitors; TDP-43 expressing yeast growth rescue, BacTiter-Glo, 24 h; Potency, µM (series often up to 46.1 µM), for the others: at the highest dose growth rescue (activation), usual class: activators; 1.8% of 410,000 active; note: % of control where 0% means no effect; nearly all actives have a fitted effect of over 50% in size
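Yeast cells expressing TDP-43 under galactose induction are exposed to compounds for 24 hr at 30 deg C. BacTiter-Glo luminescence measures growth, so protective compounds score as activators.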
FUS suppressor – qHTS for Suppressors of FUS Proteinopathy: Primary screen using FUS-linked yeast assay. S. cerevisiae FUS-expressing, growth rescue, OD600, 24 h. Potency, µM (top dose mostly 76.6 µM), without a hit: top-dose growth rescue (activation), most hits filed as activators. 0.24% of 390,000 active. AID 1347120, 2019;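 note: plate controls were DMSO vehicle for no effect and reference control for full effect; nearly all actives have a fitted effect of over 55% in size; some results filed as inactive show a strong effect at the top dose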
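Read-out: OD at 600 nm after 24hr at 30C, reporting rescue of FUS-induced yeast toxicity. Cells at OD 0.005 in galactose (2%) minimal medium; compounds tested in a dilution series; CP55940 titration from 92uM final as control.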
EPAC2 antag – qHTS for Antagonist of cAMP-regulated guanine nucleotide exchange factor 2 (EPAC2): primary screen | Rap guanine nucleotide exchange factor 4 (Homo sapiens), Q8WZA2 | EPAC2 GEF exchange of Rap1B-BODIPY-GDP, fluorescence | Potency, µM (top dose mostly 114 µM), for the others: top-dose activity, negative = inhibition, most hits filed as inhibitors | 0.18% of 360,000 active | AID 720708, 2013; note: % is set by controls: 0 for no effect and ±100 for the full control effect; nearly all actives have a fitted effect of over 45% in size; many of its hits are not listed in these tables
EPAC1 ag – qHTS for Agonist of cAMP-regulated guanine nucleotide exchange factor 3 (EPAC1): primary screen; Rap guanine nucleotide exchange factor 3 (Homo sapiens), O95398; Potency, µM (titrated, usually from 154 µM), for inactives: top-dose activation, usual class: activators; EPAC1 agonist qHTS, biochemical assay; response scale: 100% = response to 6.5 mM cAMP; 0.073% of 360,000 active; AID 720707, 2013; note: nearly all actives have a fitted effect of over 60% in size
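Read-out is the fluorescence drop as BODIPY-GDP leaves Rap1B (480 nm excitation, 540 nm emission), recorded every 5 minutes over 30 minutes. Reactions held 100 nM EPAC1, 250 nM Rap1B–BODIPY-GDP and 50 uM GDP, with 6.5 mM cAMP setting full activation.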
aSyn yeast inh – qHTS of alpha-syn Inhibitors; Yeast expressing alpha-synuclein, growth rescue, BacTiter-Glo, 24 h; Potency, µM (titrated, usually from 46.1 µM), without a hit: top-dose growth rescue (activation), actives largely listed as activators; 0.14% of 370,000 active; note: % of control where 0% means no effect; nearly all actives have a fitted effect of over 65% in size
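Rescue of yeast growth: cells expressing toxic alpha-synuclein, induced in galactose at OD600 0.02, incubated with compound 24 h at 30 C. ATP luminescence quantified growth; inhibitors of toxicity appear as activators.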
PTHR1 agonist – qHTS for PTHR1 Agonists: Primary Screen; Parathyroid hormone/parathyroid hormone-related peptide receptor (Homo sapiens), Q03431; HEK293 GP2 PTHR1 cells, GloSensor cAMP luminescence, 1 h; Potency, µM (top dose mostly 115 µM), for inactives: top-dose activation, most hits filed as activators; 0.075% of 410,000 active; note: nearly all actives have a fitted effect of over 55% in size; some results filed as inactive show a strong effect at the top dose; inactives centre near -15; many of its hits are not listed in these tables
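HEK-293-derived GP2 cells expressing PTHR1 and a GloSensor cAMP reporter, 3,000/well, plated overnight, given luciferin plus IBMX (each 0.5 mM as added) for 1 h at 37 °C, then compound for 1 h at 37 °C. Luminescence was read after 15 min at room temperature.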
EPAC2 ag – qHTS for Agonist of cAMP-regulated guanine nucleotide exchange factor 4 (EPAC2): primary screen; 0.079% of 360,000 active; Rap guanine nucleotide exchange factor 4 (Homo sapiens), Q8WZA2; AID 720711, 2013; Potency, µM (titrated, usually from 154 µM), inactives show at the top dose activation, usual class: activators; EPAC2 activation, biochemical qHTS; response scale: 100% = 6.5 mM cAMP response; note: nearly all actives have a fitted effect of over 50% in size
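Compounds were titrated in qHTS against a Rap1B-BODIPY-GDP (250 nM) complex with EPAC2 (100 nM) and GDP (50 uM). BODIPY-GDP release tracked at 480/540 nm over 30 min at room temperature, normalized to 6.5 mM cAMP.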
* hit, by the source's call; i = inactive; ? = inconclusive; nt = no result given; [ ] = another dose, or the depositor's remark. Calls come from the whole dose curve; as a rule, active = well fitted curve in the direction sought with a large enough effect; inconclusive = small, poorly fitted or top-dose-only effect, or another doubt; inactive = no such curve, though single readings can be large; an effect the other way counts as inactive or inconclusive. Potency is the fitted concentration of half-maximal effect. Not all compounds are listed (hit frequency here may not be typical).

Molecule	EPAC1 antagonist	TDP-43 yeast inh	FUS suppressor	EPAC2 antag	EPAC1 ag	aSyn yeast inh	PTHR1 agonist	EPAC2 ag
CCOCCCNC(=O)/C(C#N)=C/c1ccc(Cl)c([N+](=O)[O-])c1	-4%	-9%	7%	-3%	-7%	?	i	-3%
COc1cc(OC)c(/C=N/N2CCN(c3ccccc3OC)CC2)c(OC)c1	5%	10%	-27%	-7%	-2%	7%	23%	14%
CCCn1c(SCC(=O)N2CCN(S(=O)(=O)c3ccc(Cl)cc3)CC2)n[nH]c1=O	3%	-5%	18%	-3%	1%	2%	-24%	-3%
CCOC(=O)COc1ccc(S(=O)(=O)NCc2cccnc2)cc1	9%	-9%	8%	5%	-4%	1%	-1%[57.5 µM]	4%
CCOC(=O)C[C@H]1c2ccccc2S(=O)(=O)N1Cc1cccc(C(F)(F)F)c1	?	21%	29%	-29%	-8%	3%	-38%[inhibitor]	10%
CCSc1cnc(-c2ccccc2)n1CC	-5%	-5%	10%	-3%	0%	7%	i	5%
COC(=O)c1ccccc1N(C)S(C)(=O)=O	8%	-5%	-4%	8%	1%	-4%	i	-2%
CCOC(=O)C1C(=O)OC(C)(C)C1C(CC)C(=O)c1ccccc1 (configuration not stated)	1%	13%	3%	-1%	2%	0%	-10%	-1%
COc1ccccc1N1CCN(C(=O)COc2cccc(C)c2C)CC1	6%	?	9%	0%	-2%	7%	-5%	2%
CCOc1ccc(CNC(=S)N/N=C\c2ccc([N+](=O)[O-])cc2)cc1	4%	29%	nt	-2%	0%	8%	i	-3%
Nc1ncnc(Sc2ncccn2)c1[N+](=O)[O-]	3%	0%	-29%	-7%	6%	-6%	-55%[inhibitor]	1%
CC(C)(C)c1ccc(S(=O)(=O)N2CCC(N3CCCCC3)CC2)cc1	-6%	0%	15%	-3%	7%	0%	-6%	5%
CCN(CC)S(=O)(=O)c1ccc(-c2nnc(SCC(=O)N3c4ccccc4CC3C)n2CC)cc1 (configuration not stated)	-15%	-3%	-15%	-1%	-10%	-2%	i	-9%
CCOc1cc(N2CCOCC2)c(OCC)cc1NC(=O)C1CC(=O)N(c2ccc(C)cc2)C1 (configuration not stated)	1%	19%	27%	5%	-1%	3%	-18%	-1%
COc1ccccc1NC(=O)N(C)C[C@H]1OCc2cnnn2CCCC(=O)N([C@H](C)CO)C[C@H]1C	6%	23%	-9%	4%	6%	0%	-26%	-1%
CCC(=O)NC(c1ccco1)c1cc(Br)c2cccnc2c1O (configuration not stated)	-15%	nt	21%	?	-11%	nt	?	-2%
COc1ccc(-c2cn(CCC(=O)O)c(C)n2)cc1	-5%	16%	-24%	9%	1%	0%	i	-6%
Cc1nnc(SCC(=O)N2CCC(Cc3ccccc3)CC2)n(N)c1=O	-4%	-13%	2%	13%	-10%	-17%	-25%	7%
CC1(C)C(=O)Nc2ccccc2N1C(=O)CN1C(=O)c2ccccc2C1=O	3%	-9%	18%	5%	2%	1%	-57%[inhibitor]	4%
CCOc1ccc(NCc2nnc(SCc3ccc(Cl)cc3)n2-c2ccccc2)cc1	-22%	25µM*	nt	-15%	12%	?	-11%	20%
Cc1ccc(S(=O)(=O)N2CC3(O)CN(C(=O)OC(C)C)N(C(=O)OC(C)C)CC3(OC(=O)NCc3ccccc3)C2)cc1 (configuration not stated)	-8%	2%	?	-12%	-14%	1%	-9%	-4%
CC1(C(=O)NS(=O)(=O)c2ccc(C#N)cc2)CCN1C(=O)C1(c2ccc(Cl)cc2)CC1 (configuration not stated)	3%	13%	-5%	-28%	-8%	2%	-21%	6%
CC(Sc1nnc(-c2ccccc2F)n1C1CC1)C(=O)NC(N)=O (configuration not stated)	-1%	0%	-8%	0%	-1%	-7%	?	7%
COc1ccc(CC(N)c2csc(NC(=O)c3cc(C(C)(C)C)oc3C)n2)cc1 (configuration not stated)	-16%	1%	36%	5%	-25%	?	i	-6%
CC(C)(C)c1ccc(NC(=O)Nc2ccc(F)cc2)cc1	-17%	7%	19%	-6%	-8%	-2%	-16%	3%
CN(C)c1nnnn1-c1ccccc1Oc1ncc(C(F)(F)F)cc1Cl	6%	-8%	10%	-17%	4%	5%	i	8%
CCc1ccc(OCC(=O)OCC(=O)NC2CCCC(C)C2C)cc1 (configuration not stated)	-2%	-15%	-17%	-6%	4%	0%	i	-6%
Cc1cccc(CC(Cc2nc3ccccc3[nH]2)c2nc3ccccc3[nH]2)c1 (configuration not stated)	-21%	3%	-2%	-12%	5%	11%	-20%[57.5 µM]	-3%[15.6 µM]
CCOC(=O)c1ccccc1NC(=O)C(C)Oc1ccccc1 (configuration not stated)	-6%	-6%	17%	-17%	13%	16%	-10%	9%
CC(C)[C@H](NC(=O)c1ccccc1)C(=O)OCC(=O)NCc1ccc(F)cc1	-1%	10%	-14%	1%	4%	3%	i	0%
COc1ccc2c(CC(=O)N3CCc4cc(OC)c(OC)cc4C3)coc2c1	-7%	15%	29%	-13%	8%	0%	i	3%
CC(Oc1ccc(F)cc1)C(=O)Nc1sc2c(c1C(=O)NCc1cccnc1)CCCC2 (configuration not stated)	-12%	10%	40%	9%	24%	19%	-10%	7%
Cc1ccc(S(=O)(=O)N2CCN(S(C)(=O)=O)C2C)cc1 (configuration not stated)	-11%	-5%	-1%	-6%	6%	-2%	i	8%
COc1ccc(/C=C/C(O)=C2/C(=O)N(C)C3(C)CC2c2ccccc2O3)cc1 (configuration not stated)	-11%	0%	14%	0%	4%	5%	-10%[57.5 µM]	10%
O=C(C[n+]1ccccc1)N/N=C/c1ccco1	-8%	-4%[9.22 µM]	-1%	5%	-5%	-5%	i	2%
CCOc1ccc(C(CN2CCOCC2)C(C)=O)cc1OC (configuration not stated)	-12%	?	-17%	-3%	-4%	-5%	-26%	-1%
Cc1cc(NC(=O)Cn2nnc3sc4c(c3c2=O)CCCC4)no1	-5%	-1%	1%	-1%	-1%	0%	i	0%
Cc1csc(=O)n1CCC(=O)N(C)Cc1c(F)cccc1Cl	-15%	0%	5%	2%	0%	14%	i	4%
COc1ccc(-c2nn(-c3ccccc3)cc2/C=N/NC(=O)c2ccc(Br)o2)cc1	-26%	-6%	11%	-20%	-3%	5%	i	14%
COCCNC(=O)CN1C(=O)NC2(CCCc3ccccc32)C1=O (configuration not stated)	-4%	-13%	-2%	-16%	10%	-7%	-14%	3%
CCOC(=O)CCCCC(=O)c1[nH]c(=O)[nH]c1CSc1nc(C)cc(=O)[nH]1	13%	-10%	-2%	8%	-1%	1%	i	6%
O=C(N1CCOCC1)N1CCC(n2nnc3cc(F)ccc32)CC1	-8%	-17%	9%	0%	9%	1%	i	10%
CC1(C(=O)Nc2ccccc2)Cc2c(-c3cccc(C(N)=O)c3)ccnc2O1 (configuration not stated)	-16%	4%	13%	5%	-21%	-8%	-13%	8%
Cc1ccccc1-c1cc(C(=O)Nc2sc(C)c(C)c2C(N)=O)c2ccccc2n1	-4%	22µM*	19%	-8%	15%	-18%	-12%	5%
CNC(=O)c1ccc2snnc2c1	?	8%	-16%	4%	-4%	-6%	-23%	-1%

Some of these compounds in order of the EPAC1 antagonist value, falling.
structure | EPAC1 antagonist
O=C(C[n+]1ccccc1)N/N=C/c1ccco1 | -8%
CCOc1ccc(C(CN2CCOCC2)C(C)=O)cc1OC (configuration not stated) | -12%
COc1ccc(-c2nn(-c3ccccc3)cc2/C=N/NC(=O)c2ccc(Br)o2)cc1 | -26%

Other compounds:
Molecule	EPAC1 antagonist	TDP-43 yeast inh	FUS suppressor	EPAC2 antag	EPAC1 ag	aSyn yeast inh	PTHR1 agonist	EPAC2 ag
Cc1nnc(SCC2=C(C(=O)O)N3C(=O)C(NC(=O)c4cc(F)c(F)cc4Cl)C3SC2)s1 (configuration not stated)	-17%	7%	11%	5%	18%	-4%	-4%	9%
O=[N+]([O-])c1cc(S(=O)(=O)NCCN2CCOCC2)ccc1Cl	2%	-9%	-6%	3%	3%	-6%	-18%	13%
CCCCCCNCc1c(F)cccc1Cl	9%	3%	-6%	5%	0%	-6%	-23%	3%
CC(=O)Nc1cccc(/C(C)=N/NC(=O)c2cc(-c3ccncc3)nc3ccccc23)c1	-21%	-34%[inhibitor]	10%	-5%	6%	?	-5%	8%
CC1(c2nnc(-c3ccc(Cl)cc3)o2)CC(c2ccncc2)=NO1 (configuration not stated)	-5%	?	-9%	3%	-5%	2%	-5%	7%
CCOC(=O)Cn1nc(C(F)F)c(Br)c1C	11%	-17%	21%	1%	14%	0%	-6%	5%
COc1ccc(NC(=O)c2nnn(CC(=O)Nc3ccc4c(c3)OCO4)c2N)c(OC)c1	-38%	-3%	12%	3%	-3%	-5%	?	2%
CCCCC(=O)Nc1nc(C)c(-c2csc(Nc3cc(Cl)ccc3OC)n2)s1	13%	11%	?	2%	-9%	2%	22%	2%
Cc1cc(S(=O)(=O)Nc2ccc(C(=O)N3CCN(c4ccccc4O)CC3)cc2)ccc1F	-26%	-1%	nt	-5%	2%	2%	-4%	4%
N#CC(c1ccc(F)cc1)c1ccc(C(=O)c2ccccc2)cc1 (configuration not stated)	-18%	-14%	?	8%	2%	-8%	-29%[57.5 µM]	13%
COc1ccc(C(O)c2ncc(-c3ccccc3)[nH]2)cc1 (configuration not stated)	2%	-7%	-18%	2%	3%	5%	-3%	4%
O=C(NC(=S)Nc1cccnc1Cl)c1ccc(F)cc1	13%	13%	-21%	12%	-7%	-5%	-37%	-4%
CNC(=S)NCc1ccc2[nH]c3c(c2c1)CCCC3	-11%	7%	11%	5%	-8%	4%	i	5%
CC(C)(C)NC(=O)NC(=O)CN1CCN(c2ccccc2O)CC1	-6%	10%	-9%	7%	2%	1%	i	11%
